Source: PubChem (National Center for Advancing Translational Sciences (NCATS))
ERG-DNA inh = blocks human ERG Ets domain binding to DNA. P11308. fluorescence polarization, His-ERG Ets domain / labelled DNA. Potency, µM (top dose mostly 76.9 µM), without a hit: top-dose FP activity, negative = inhibition, most hits filed as inhibitors. 370,000 compounds, 0.028% hits. AID 624246; active = well fitted inhibition curve with a large enough effect in the polarisation, with a control signal flat; inconclusive = small, poorly fitted or top-dose-only effect, or effect the other way, or a change in a side signal; inactive = no such curve, though single readings can be large or run the other way; the % refers to the polarisation;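 note: polarization taken with two DNA probes labelled with fluorescein and Texas red; % of control where 0% means no effect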
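His-tagged ERG Ets domain (1 uM in the protein solution; 300mM KCl, 50mM Tris-HCl, 1mM EDTA, 1mM DTT, pH 7.5) received compound, then a probe mix of 5 nM fluorescein-DNA and 100nM Texas-615-DNA. Fluorescence polarization was read for both dyes.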
HP1b chromo inh = inhibitors of HP1-beta chromodomain binding to methylated histone tails; P83916; AlphaScreen HP1-beta / biotin-H3K9me3 peptide binding; Potency, µM (titrated, usually from 114 µM), without a hit: at the top dose activity change, negative = inhibition, most hits filed as inhibitors; 390,000 compounds, 0.56% hits; AID 540317; note: nearly all actives have a fitted effect of over 70% in size; inactives centre near 23
Target sequence (P83916 whole entry, looked up): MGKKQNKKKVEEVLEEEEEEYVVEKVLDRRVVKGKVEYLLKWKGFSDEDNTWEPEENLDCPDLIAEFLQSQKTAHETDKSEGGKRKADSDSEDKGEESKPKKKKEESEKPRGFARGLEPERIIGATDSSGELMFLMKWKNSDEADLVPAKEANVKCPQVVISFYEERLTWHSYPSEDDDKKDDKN
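AlphaScreen: HP1-beta (50 nM) preformed 30 min with biotin-H3(1-18)K9me3 peptide (50 nM) in PBS pH 7.4, 0.01% Tween-20. Compound added for 30 min at RT, then streptavidin donor/nickel chelate acceptor beads (10 ug/mL) for 30 min.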
TrxR1 inh = inhibitors of rat thioredoxin reductase 1 | recombinant rTrxR1, NADPH fluorescence consumption, selenite substrate | 390,000 compounds, 1% hits | AID 588453 | Potency, µM (highest dose often 114 µM), without a hit: top-dose activity change, negative = inhibition, usual class: inhibitors; note: % is set by controls: 0 for no effect and ±100 for the full control effect; nearly all actives have a fitted effect of over 65% in size
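Rat TrxR1 (90 nM in the dispensed reagent) was pre-reduced with 400 uM NADPH for 5 min at room temperature, then incubated with compound for 15 min. After 400 uM selenite was added, NADPH fluorescence (Ex 340/Em 450 nm) was followed for 8 min.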
Pin1 inhibitor = blocks the human prolyl isomerase Pin1 | Q13526 | Pin1 FP peptide displacement, HiFluor488, 10 min | Potency, µM (series often up to 115 µM), for the others: at the highest dose activity, negative = inhibition, actives largely listed as inhibitors | 390,000 compounds, 0.009% hits; active = well fitted inhibition curve with a large enough effect in the polarisation, with a control signal flat, not every such curve was filed as active; inconclusive = small, poorly fitted or top-dose-only effect, or effect the other way, or a change in a side signal; inactive = no such curve, though single readings can be large or run the other way; the % refers to the polarisation; note: % is set by controls: 0 for no effect and ±100 for the full control effect
Target sequence (Q13526 whole entry, looked up): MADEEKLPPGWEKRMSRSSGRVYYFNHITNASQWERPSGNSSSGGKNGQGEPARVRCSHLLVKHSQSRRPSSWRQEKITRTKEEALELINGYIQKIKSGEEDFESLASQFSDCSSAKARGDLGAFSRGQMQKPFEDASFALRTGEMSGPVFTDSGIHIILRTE
RGS4 inh = inhibitors of human regulator of G protein signaling 4; 390,000 compounds, 0.039% hits; Potency, µM (titrated, usually from 114 µM), for the others: at the top dose activity change, negative = inhibition, usual class: inhibitors; AID 504845; P49798; Transcreener GDP fluorescence polarization, RGS4-accelerated GTP hydrolysis; note: % is set by controls: 0 for no effect and ±100 for the full control effect; nearly all actives have a fitted effect of over 75% in size; some results filed as inactive show a strong effect at the top dose
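MLSMR compounds (23 nl, pin-transferred) preincubated 10 min at room temperature with a 500nM (2x) first reagent, then RGS4 at 900nM (2x) plus Transcreener GDP mix added; fluorescence polarization (620/688 nm) read before and after 90 min at 30 °C.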
JMJD2A Tudor inh = inhibitors of human JMJD2A Tudor domain. Potency, µM (doses to about 114 µM), for inactives: at the top dose activity change, negative = inhibition, hits mostly inhibitors. O75164. AlphaScreen JMJD2A-Tudor / H3K4me3 peptide binding. 390,000 compounds, 4.4% hits; note: % is set by controls: 0 for no effect and ±100 for the full control effect; nearly all actives have a fitted effect of over 50% in size
ALOX12 inh = ALOX12 (human) lipoxygenase inhibition; Potency, µM (titrated, usually from 108 µM), for inactives: at the top dose activity change, negative = inhibition, most hits filed as inhibitors; P18054; purified 12hLO, xylenol orange hydroperoxide absorbance; 580,000 compounds, 1.1% hits; AID 1671190; note: % is set by controls: 0 for no effect and ±100 for the full control effect
Target sequence (P18054 whole entry, looked up): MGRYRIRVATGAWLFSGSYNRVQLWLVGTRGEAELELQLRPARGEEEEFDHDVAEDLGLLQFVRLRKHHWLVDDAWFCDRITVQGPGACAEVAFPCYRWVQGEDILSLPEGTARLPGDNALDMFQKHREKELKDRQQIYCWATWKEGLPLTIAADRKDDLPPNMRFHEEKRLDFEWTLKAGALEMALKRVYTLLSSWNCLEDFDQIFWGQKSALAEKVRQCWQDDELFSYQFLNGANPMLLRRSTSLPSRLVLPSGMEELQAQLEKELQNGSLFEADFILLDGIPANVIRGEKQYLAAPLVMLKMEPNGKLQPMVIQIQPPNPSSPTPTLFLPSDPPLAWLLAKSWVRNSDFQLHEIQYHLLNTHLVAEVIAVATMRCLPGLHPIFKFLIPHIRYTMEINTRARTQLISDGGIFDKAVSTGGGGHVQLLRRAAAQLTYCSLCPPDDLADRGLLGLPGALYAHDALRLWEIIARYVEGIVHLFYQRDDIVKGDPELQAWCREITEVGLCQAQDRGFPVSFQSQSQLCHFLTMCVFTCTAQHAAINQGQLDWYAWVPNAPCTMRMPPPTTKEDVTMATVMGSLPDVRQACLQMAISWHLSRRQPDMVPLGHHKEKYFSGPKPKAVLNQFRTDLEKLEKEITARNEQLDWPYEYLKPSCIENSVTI
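Hydroperoxide product was detected by ferrous iron/xylenol orange as the 573 to 405 nm absorbance ratio. Arachidonic acid at 40 uM (final) was turned over for 30 min at room temperature by 150 nM human 12hLO, pH 7.0 Hepes buffer, after 15 min compound preincubation.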
GLS inh = glutaminase GLS (human) inhibition | GLS enzymatic activity, qHTS titration | Potency, µM (titrated, usually from 45.5 µM), for the others: at the highest dose activity change, negative = inhibition, usual class: inhibitors | 410,000 compounds, 0.21% hits; note: % is set by controls: 0 for no effect and ±100 for the full control effect
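Two-point fluorescence kinetic (t0, 30 min RT) for hKGA; glutamate detected via glutamate oxidase–HRP–Amplex Red. Substrate: 1 mM L-glutamine solution; buffer 45 mM KH2PO4, pH 8.2.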
PGK inhibitor = T. brucei PGK inhibition; PGK/GAPDH coupled, Kinase-Glo luminescence, 60 min; Potency, µM (doses to about 57.5 µM), for inactives: top-dose activity change, negative = inhibition, hits mostly inhibitors; 380,000 compounds, 0.043% hits; note: % is set by controls: 0 for no effect and ±100 for the full control effect; nearly all actives have a fitted effect of over 60% in size
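Recombinant glycosomal PGK reaction used 1,3-bisphosphoglycerate generated in-well by GAPDH (100nM final) in 100mM TEA pH 7.6, 5mM MgCl2, 0.01% Tween-20. After 60 minutes at room temperature, ATP was read by Kinase-Glo Plus luminescence end-point.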
The depositor's hits bear a star; i = inactive; u = inconclusive; x = no result given; [ ] = remark or other dose. Unless noted, calls come from the whole dose curve; as a rule, active = well fitted curve in the direction sought with a large enough effect; inconclusive = small, poorly fitted or top-dose-only effect, or another doubt; inactive = no such curve, though single readings can be large; an effect the other way counts as inactive or inconclusive. Potency is the fitted concentration of half-maximal effect. Some of the compounds tested; the hit share may differ from the screen's.

canonical_smiles	ERG-DNA inh	HP1b chromo inh	TrxR1 inh	Pin1 inhibitor	RGS4 inh	JMJD2A Tudor inh	ALOX12 inh	GLS inh	PGK inhibitor
Cc1ccc(F)c(NC=C2C(=O)OC(C)(C)OC2=O)c1	11%	22%	-6%	-5%	1%	-15%	u	0%	x
O=P(O)(COc1ccccc1)COc1ccccc1	2%	24%	0%	1%	15%	-21%	u	5%	3%
O=c1c2cc(Br)ccc2nc(-c2ccc([N+](=O)[O-])cc2)n1O	-2%	19%	17%[57.1 µM]	-1%	7%	-16%	-5%	0%	-17%
S=C(Nc1ccc(Cl)cc1Cl)N1CCOCC1	-2%	24%	-8%	5%	-6%	-7%	23%	13%	-18%
COCCn1c(N)c(N(Cc2ccccc2)C(=O)C2CCCC2)c(=O)[nH]c1=O	1%	21%	2%[57.1 µM]	-1%	19%	-7%	-6%	2%	-7%
Cc1ccc(C(=O)CCCn2nnc(-c3cccnc3)n2)cc1C	2%	53%[activator]	6%[57.1 µM]	6%	5%[11.4 µM]	-10%[57.1 µM]	-2%	-3%	-1%
Cn1c(=O)c2c(-c3ccccc3)n(CCCO)cc2n(C)c1=O	0%	46%[activator]	9%[57.1 µM]	5%	-6%	-22%	13%	-4%	i
Cc1nn(CCc2n[nH]c(=S)n2-c2ccc(F)c(Cl)c2)c(C)c1[N+](=O)[O-]	3%	9%	-19%[57.1 µM]	-3%	-8%	-23%	u	-3%	-2%
Cc1cc(CSc2nc(C)cc(=O)[nH]2)c2ncccc2c1	-5%	3%	-6%	-14%	8%	u	7%	3%	7%
Cc1cccc(-c2noc(CNC(=O)COc3ccccc3C)n2)c1	-3%	74%[activator]	14%	4%	30%	12%	-2%	11%	-1%
COc1ccccc1CSc1nc2c(c(=O)n(C)c(=O)n2C)n1C	1%	33%	7%	-1%	-1%	-14%	1%	-8%	-1%
CCn1c(SCC(=O)Nc2oc(-c3ccccc3)c(-c3ccccc3)c2C#N)nnc1-c1ccncc1	6%	-18%	-8%	16%	4%	u	10%	17%	-1%
COc1cc2cc(C)c(SCC(=O)N3CCOCC3)nc2cc1OC	x	8%	10%	u	38%	-8%	-1%	-3%	-7%
CNc1ccc(Cl)nn1	-5%	19%	18%	2%	6%	-1%	2%	6%	14%
O=C(CN1CCN(S(=O)(=O)N2CCCCCC2)CC1)Nc1ccc(Br)cc1	0%	36%	18%	-3%	-20%	3%	11%	1%	1%
Cc1ccc(NC(=O)CCCn2c(=S)[nH]c3ccsc3c2=O)cc1C	-10%	44%[activator]	-14%	-1%	-29%[56.9 µM]	-18%	-29%	-13%	-10%
CNC(=O)c1ccc(NC(=O)Cc2ccc(S(=O)(=O)N3CCOCC3)s2)cc1	1%	13%	11%	-6%	-19%	3%	0%	-14%	-6%
CN1CCN(C(=O)/C(=C/c2cn(S(=O)(=O)N(C)C)c3ccccc23)NC(=O)c2ccccc2Cl)CC1	12%	69%[activator]	0%	0%	1%	-8%	0%	7%	-9%
COc1ccc(C(=O)NNC(=O)C2CCN(S(=O)(=O)c3ccc(C)cc3)CC2)cc1	-4%	27%	3%	-1%	2%	-1%	-3%	-1%	-2%
C=CCn1c(SCc2nnc(-c3ccccc3)o2)nnc1C(O)c1ccccc1 (stereo unspecified)	10%	14%	11%	-4%	3%	-20%	-14%	0%	i
O=S(=O)(c1ccc(Br)cc1)N1CCN(c2ccc3nnc(-c4ccccc4)n3n2)CC1	10%	42%[activator]	20%	-1%	-10%	-17%	u	-8%	-1%
COc1cc(C(=O)Nc2ccc(F)cc2Cl)ccc1OCC(=O)N1CCOCC1	7%	19%	1%	2%	25%	-8%	-5%	4%	11%
COc1ccc(OC(C)C(=O)NCCc2nc3ccccc3[nH]2)cc1 (stereo unspecified)	0%	27%	-9%	2%	-7%	-2%	-6%	0%	-9%
COc1ccc(CCNS(=O)(=O)c2ccc(F)cc2)cc1OC	x	7%	11%	-1%	3%	-15%	-4%[57.4 µM]	14%	i
CCN(CC(=O)NC(=O)NC1CCCCC1)Cc1ccccc1	-2%	20%	5%	6%	18%	2%	12%	2%	6%
Cc1nc2ccccn2c(=O)c1NC(=O)c1ccc(C(F)(F)F)cc1	1%	29%[57 µM]	25%[57.1 µM]	-6%	-3%	-3%	-16%	2%	i
COc1ccc(CNC(=O)COC(=O)CCCOc2ccc(Cl)cc2Cl)cc1OC	12%	17%	-19%	-4%	7%	-19%	-14%	9%	-14%
O=C(c1cccn2c(=O)c3ccc(Cl)cc3nc12)N1CCN(Cc2ccc3c(c2)OCO3)CC1	-16%	71%	1%	-5%	-20%	1%	-17%	-5%	-3%
COC(=O)Cn1c2c(c3cc(C)ccc31)CCCC2	5%	-9%	18%	-7%	-10%	-30%	8%	12%	-3%
Cc1cc(=O)oc2cc(OCC(=O)Nc3ccc(N4CCC(C)CC4)cc3)ccc12	-5%	43%[activator]	34%[57.1 µM]	1%	5%[56.9 µM]	u	10%	-1%	-8%

An excerpt from above in order of length of the SMILES, low to high:
canonical_smiles	ERG-DNA inh	HP1b chromo inh	TrxR1 inh	Pin1 inhibitor	RGS4 inh	JMJD2A Tudor inh	ALOX12 inh	GLS inh	PGK inhibitor
COC(=O)Cn1c2c(c3cc(C)ccc31)CCCC2	5%	-9%	18%	-7%	-10%	-30%	8%	12%	-3%
COc1ccc(CCNS(=O)(=O)c2ccc(F)cc2)cc1OC	x	7%	11%	-1%	3%	-15%	-4%[57.4 µM]	14%	i
COc1ccc(OC(C)C(=O)NCCc2nc3ccccc3[nH]2)cc1 (stereo unspecified)	0%	27%	-9%	2%	-7%	-2%	-6%	0%	-9%
Cc1nc2ccccn2c(=O)c1NC(=O)c1ccc(C(F)(F)F)cc1	1%	29%[57 µM]	25%[57.1 µM]	-6%	-3%	-3%	-16%	2%	i
COc1ccc(CNC(=O)COC(=O)CCCOc2ccc(Cl)cc2Cl)cc1OC	12%	17%	-19%	-4%	7%	-19%	-14%	9%	-14%
Cc1cc(=O)oc2cc(OCC(=O)Nc3ccc(N4CCC(C)CC4)cc3)ccc12	-5%	43%[activator]	34%[57.1 µM]	1%	5%[56.9 µM]	u	10%	-1%	-8%
O=C(c1cccn2c(=O)c3ccc(Cl)cc3nc12)N1CCN(Cc2ccc3c(c2)OCO3)CC1	-16%	71%	1%	-5%	-20%	1%	-17%	-5%	-3%

More results:
canonical_smiles	ERG-DNA inh	HP1b chromo inh	TrxR1 inh	Pin1 inhibitor	RGS4 inh	JMJD2A Tudor inh	ALOX12 inh	GLS inh	PGK inhibitor
Cc1ccc(C(=O)NCC(c2ccc(Cl)cc2)N2CCCCC2)cc1 (stereo unspecified)	6%	43%[activator]	7%	1%	7%	-12%	-16%	7%	1%
O=C(Nc1cc(S(=O)(=O)N2CCOCC2)ccc1N1CCOCC1)c1ccccc1Cl	4%	19%	9%[57.1 µM]	1%	22%	-13%	12%	-2%	-2%
c1ccc(SCc2cn(C[C@H]3CC[C@@H]([C@@H]4CC[C@H](Cn5cc(CSc6ccccc6)nn5)O4)O3)nn2)cc1	1%	31%	12%	-15%	7%	-24%	4%	-5%	-7%
Cc1ccc(C)c(-n2cc(CN3CCNC(=O)CC3)c(-c3ccccc3)n2)c1	-5%	23%	-7%[57.1 µM]	7%	20%	-20%	26%	0%	2%
CC1(C)NC(=O)N(CC(=O)OCc2cc(=O)n3cc(Br)ccc3n2)C1=O	9%	21%	15%[57.1 µM]	0%	-36%	-3%	3%	-10%	i
Cc1ccccc1CSCCNC(=O)COc1ccc(Cl)cc1	-3%	115%[activator]	5%[57.1 µM]	-1%	0%	7%	u	-12%	-2%
CC(=O)c1ccc(N2C(=NC(=O)COc3ccccc3)SC3CS(=O)(=O)CC32)cc1 (stereo unspecified)	14%	23%[57 µM]	14%	u	-9%	1%	20%	7%	i
COc1ccc(N(CC(=O)N2CCCC2)S(C)(=O)=O)cc1	-3%	20%	4%[57.1 µM]	1%	-21%	-10%	-69%	5%	0%
CCOC(=O)C1CCN(C(=O)Nc2cccc(OC)c2)CC1	6%	22%	21%[57.1 µM]	3%	-27%	-3%	0%	7%	-6%
COC(=O)[C@H](Cc1ccc(O)cc1)NCCCn1cnc(C(=O)Nc2ccc(C)c(C)c2)n1	-3%	22%	-2%	-3%	-7%	-21%	12%	4%	-9%
Cc1cc(C(=O)O)ccc1-n1c(C)cc(/C=C(/C#N)C(=O)Nc2ccccc2)c1C	9%	17%	12%[57.1 µM]	8%	-5%	-9%	-24%	-14%	-7%
Cc1oc(-c2cccs2)nc1CN1CCN(Cc2ccc(F)c(F)c2)C(CCO)C1 (stereo unspecified)	12%	5%[57 µM]	-10%	6%	14%	-24%	6%	1%	i
O=C(CSc1nnnn1Cc1ccccc1)Nc1ccc2c(c1)OCO2	3%	5%	0%	u	u	-14%	0%	7%	-5%
CCOc1ccc(OCc2cccc(C(=O)N3CCOCC3)c2)cc1	3%	107%[activator]	8%	4%	-3%	-7%	3%	-1%	i
